# Bioassay records (PubChem)
# All columns: NCI-60 one-dose screen, growth in % after 48 h at 10 µM unless noted; 100 = growth as untreated, 0 = no growth, -100 = all killed.
# HCC-2998 = HCC-2998 colon cancer | hit rate 4.7% among 79,000
# OVCAR-3 = OVCAR-3 ovarian cancer; hit rate 7% among 79,000
# PC-3 = PC-3 prostate cancer cells. AID 1794754. hit rate 3.9% among 80,000
# KM12 = KM12 colon cancer cells | hit rate 5% among 82,000 | AID 1794800
# SW-620 = SW-620 colon cancer; hit rate 5.2% among 82,000
# OVCAR-8 = OVCAR-8 ovarian cancer; hit rate 4.4% among 81,000; AID 1794782
# OVCAR-4 = OVCAR-4 ovarian cancer cells; hit rate 3.7% among 80,000
# DU-145 = DU-145 prostate cancer | hit rate 4.2% among 81,000
# OVCAR-5 = OVCAR-5 ovarian cancer | hit rate 2.9% among 82,000 | AID 1794783
# * marks the source's active call; other numbers are inactive results; nt = no result given; [ ] = dose if it differs, or a comment. How the source made its calls: active means growth percent below 10; inactive means the rest. Random draw from the library. Share with any hit: about 10%.
nr	mol	HCC-2998	OVCAR-3	PC-3	KM12	SW-620	OVCAR-8	OVCAR-4	DU-145	OVCAR-5
1	COc1cc(/C=C/c2cc(/C=C/c3ccc(O)c(OC)c3)n(-c3cccc(Cl)c3)c(=S)n2)ccc1O	104	91	89	80	89	71	83	81	113
2	C(=C\c1ccc2ccccc2n1)/c1ccccc1	99	98	81	86	98	96	87	105	95
3	CC(=O)C(=O)OC1CCCCC1	101	111	94	106	101	106	nt	106	99
4	CCCCCCCc1nc(C#N)c(NCc2ccncc2)o1	114	94	104	100	101	99	96	99	111
5	COc1ccccc1-n1cc(C#N)c(N)c1C(=O)c1ccc(C#N)cc1	118	107	97	98	101	102	104	106	105
6	CCCCCCCCCC1(CC(=O)OCC)SCCN1C(N)=O (stereo not drawn)	86	88	91	99	105	107	95	100	107
7	CS(C)(NC(N)=O)OS(=O)(=O)O	108	113	92	113	106	96	115	120	116
8	COc1ccc(-c2nc3ccc(-c4nc5ccc(N6CCN(c7ccccc7)CC6)cc5[nH]4)cc3[nH]2)cc1OC	-54*	-68*	-32*	4.4*	-33*	-4.5*	-50*	-42*	-44*
9	Cc1ccccc1-n1nnc(C(=O)Nc2ccc3ccccc3n2)c1C	93	98	73	91	94	94	41	79	90
10	COc1cc(OC)c(/C=C/S(=O)(=O)Cc2ccc(OC)c(N)n2)c(OC)c1	19	-28*	27	13	25	11	42	2.9*	51
11	Cc1ccc(N(C)C)cc1	107	103	96	100	103	106	103	104	98
12	CC1C(c2ccccc2)OCCN1C(=S)Nc1ccc(S(=O)(=O)N2CCCCC2)cc1 (stereo not drawn)	nt	114	98	92	88	93	106	104	88
13	COc1cc(C2NC(=S)NC(C)=C2C(=O)OC(C)C)ccc1O (stereo not drawn)	118	110	96	103	100	105	96	107	102
14	Oc1ccc2oc3ccccc3c2c1	114	103	76	107	107	109	94	128	114
15	CCOC(=O)C1=C(C)Nc2nc3ccccc3n2C1c1ccccc1 (stereo not drawn)	114	91	98	98	88	97	84	105	104
16	COc1ccc(C(=O)N/N=C/c2cc(Br)ccc2OC)cc1	102	114	101	103	102	102	107	110	113
17	CCCCn1c(=O)[nH]c(N)c(C(c2ccc(Cl)cc2)c2c(N)[nH]c(=O)n(CCCC)c2=O)c1=O	55	27	32	35	64	47	43	66	88
18	CNC1=C([N+](=O)[O-])C(c2ccccc2O)C(C#N)=C(c2cccs2)O1 (stereo not drawn)	114	92	98	100	100	94	82	103	104
19	Cc1ccc(O)c(Cc2ccccc2)c1	102	100	80	103	98	102	108	108	104
20	c1ccc2c(c1)nc(-c1ccc3c(c1)OCO3)c1cccn12	98	108	84	98	102	98	90	111	87
21	CCCCCCCCCCCCCCCC1=NC(C)(C)CN1C(C)C	-90*	-43*	-41*	-73*	-69*	-17*	24	7.7*	56
22	COc1cc2oc(-c3cccc(C(=O)Nc4ccc(Cl)cc4)c3)cc(=O)c2c(O)c1OC	97	30	55	62	74	16	-30*	63	79
23	CCOC(=O)c1cnc[nH]c1=O	107	112	99	111	nt	115	nt	107	117
24	O=C(Nc1ccc(Cl)cc1C(=O)c1ccccn1)c1ccccc1	97	103	92	100	101	99	103	103	101
25	C=C1CC[C@@H]2[C@](C)(COC(C)=O)[C@H](OC(C)=O)CC[C@@]2(C)[C@@H]1CC(NCc1ccccc1)C1=CCOC1=O (stereo partly drawn)	94	32	10	39	47	28	36	67	102
26	O=[N+]([O-])c1cc2c(c([N+](=O)[O-])c1)Nc1ccccc1O2	78	30	63	71	84	74	45	71	101
27	C=CCOc1ccccc1C	114	100	108	103	100	100	102	115	102
28	CC(C)CN1C(=O)/C(=C\C(=O)c2cc3ccccc3oc2=O)c2ccccc21	118	51	97	103	41	98	87	98	111
29	CCOC(=O)SC(=S)OCC	108	116	103	101	113	106	112	113	98
30	Cc1ccc(-c2cc(Cc3c(Cl)cccc3Cl)c(=O)n(Cn3ccc4ccccc43)n2)cc1C	113	102	nt	102	104	102	101	112	81

# Complete entries, looked up by structure. Screens in order: HCC-2998, OVCAR-3, PC-3, KM12, SW-620, OVCAR-8, OVCAR-4, DU-145, OVCAR-5
# Oc1ccc2oc3ccccc3c2c1 is listed with 114, 103, 76, 107, 107, 109, 94, 128, 114
# COc1ccc(-c2nc3ccc(-c4nc5ccc(N6CCN(c7ccccc7)CC6)cc5[nH]4)cc3[nH]2)cc1OC is listed with -54*, -68*, -32*, 4.4*, -33*, -4.5*, -50*, -42*, -44*
# CC1C(c2ccccc2)OCCN1C(=S)Nc1ccc(S(=O)(=O)N2CCCCC2)cc1 (stereo not drawn) is listed with nt, 114, 98, 92, 88, 93, 106, 104, 88
# CNC1=C([N+](=O)[O-])C(c2ccccc2O)C(C#N)=C(c2cccs2)O1 (stereo not drawn) is listed with 114, 92, 98, 100, 100, 94, 82, 103, 104
# CCOC(=O)C1=C(C)Nc2nc3ccccc3n2C1c1ccccc1 (stereo not drawn) is listed with 114, 91, 98, 98, 88, 97, 84, 105, 104

# Other records follow:
nr	mol	HCC-2998	OVCAR-3	PC-3	KM12	SW-620	OVCAR-8	OVCAR-4	DU-145	OVCAR-5
31	O=C1c2cccnc2C(=O)c2c1c(C(=O)OCCc1ccccn1)c1ccccn21	-70*	-16*	-3.6*	4.3*	2.3*	-14*	4.6*	-88*	9.1*
32	C=Cc1nn2c(CCC(=O)c3nc4ccccc4[nH]3)nnc2s1	98	107	98	98	102	108	110	nt	102
33	O=C(CCc1nnc(Cn2c(=O)cc[nH]c2=O)o1)c1nc2ccccc2[nH]1	102	118	92	106	107	108	104	113	106
34	Oc1ccccc1C=NC1CCCCC1	105	115	100	113	104	96	107	118	112
35	CC1(C)CCCC(C)(C)C1O	103	114	98	110	96	108	96	108	106
36	O=C1CSC(c2ccc3c(c2)OCO3)N1Cc1ccc2c(c1)OCO2 (stereo not drawn)	94	117	95	86	105	105	94	108	97
37	COc1ccc(CN2CCc3c(nc(N)nc3Sc3ccc(C(C)C)cc3)C2)c(OC)c1	nt	71	91	94	90	63	85	91	100
38	O=C1c2nccnc2C(=O)N1c1c(Cl)cc(Cl)cc1Cl	104	115	88	110	108	111	101	119	102
39	Cc1ccc(Oc2nc3ccccc3cc2-c2nnc(COc3ccccc3)o2)cc1	102	106	83	97	105	97	82	116	94
40	COc1ccc(-n2c(Cn3nc(C)cc3C)nnc2SCC(=O)Nc2ccc(S(N)(=O)=O)cc2)cc1	105	115	107	106	108	103	95	106	105
41	C#Cc1cccc(Oc2ccccc2NC(=O)C=C)c1	103[8.25 µM]	105[8.25 µM]	99[8.25 µM]	102[8.25 µM]	102[8.25 µM]	96[8.25 µM]	102[8.25 µM]	97[8.25 µM]	104[8.25 µM]
42	COc1cccc(/C=C2\Cc3c(F)ccc(Br)c3C2=O)c1OC	103	107	93	101	98	98	103	101	105
43	CCCC1OC(c2ccc(C(C)C)cc2)OCC1CC (stereo not drawn)	103	107	79	107	112	97	112	110	101
44	Cc1nn(-c2ccc([N+](=O)[O-])cc2)c2ncnc(N/N=C/c3cccc([N+](=O)[O-])c3)c12	81	60	69	84	77	81	73	78	98
45	O=C(/C=C/c1cccc(B(O)O)c1)c1cccc(B(O)O)c1	-86*	-28*	26	-64*	-41*	-12*	54	-69*	-12*
46	O=C(O)CCCCOc1ccc([N+](=O)[O-])cc1Cl	117	110	107	103	104	nt	109	109	99
47	O=C(Nc1nccs1)c1ccc(Cl)cc1	104	110	101	107	105	99	91	108	113
48	N#CCc1c(Cl)ccc(Cl)c1Cl	89	104	97	87	98	102	99	104	93
49	CCCNC(c1ccc(N(CC)CC)cc1)C(Cl)(Cl)Cl (stereo not drawn)	96	109	85	115	102	103	101	113	114
50	Nc1cccc(-c2nc3sccn3c2-c2ccnc(NCCNS(=O)(=O)c3cccc4ccccc34)n2)c1	126	98	85	96	132	99	79	101	118
51	Cc1nc(N)cc(=O)[nH]1	120	108	83	104	105	104	112	113	100
52	C=C(C=O)C1CCC2(C(=O)O)CCC3(C)C(CCC4C5(C)CCC(O)C(C)(C)C5CCC43C)C12 (stereo not drawn)	-85*	-87*	20	-88*	-15*	17	34	-38*	nt
53	N#CC1=C(N)Oc2c(ccc3ccccc23)C1c1ccc(Br)cc1 (stereo not drawn)	101	102	96	102	98	102	102	114	104
54	COc1cccc(-c2nc3sccn3c2-c2ccnc(NCCNS(=O)(=O)c3cccc4ccccc34)c2)c1	91	81	41	86	87	58	56	74	88
55	O=C(O)CC(O)C(O)C(O)CO (stereo not drawn)	102	105	94	102	104	105	112	104	99
56	C=C(C)[C@@H]1CC[C@]2(C)[C@H](CC=C3[C@@H]4[C@H](C)[C@@H](C)CC[C@]4(CO)CC[C@]32C)[C@@]1(C)CCCN	-93*	20	11	-41*	-75*	-48*	5.4*	28	61
57	O=C1CCC(NS(=O)(=O)c2ccccc2)N1 (stereo not drawn)	93	99	103	95	94	106	113	103	102
58	c1ccc(-c2oc3ccccc3c2-c2ccccc2)cc1	111	100	90	104	105	102	97	115	105
59	COc1ccc(-c2nn3c(CCC(=O)c4nc5ccccc5[nH]4)nnc3s2)cc1	110	101	97	99	101	98	96	nt	112
60	Cc1ccc(C(=O)N2Cc3ccccc3CC2C(=O)N2CCCC2)cc1 (stereo not drawn)	104[50 µM]	110[50 µM]	98[50 µM]	103[50 µM]	95[50 µM]	100[50 µM]	98[50 µM]	107[50 µM]	112[50 µM]
61	COc1cc(/C=C2\SC(=O)N(Cc3ccc(-c4ccccc4C#N)cc3)C2=O)cc(OC)c1OC	106	100	101	104	100	97	88	103	102
62	Nc1nc(/C=C(/O)c2ccccc2)c2ncn(C3OC(CO)C(O)C3O)c2n1 (stereo not drawn)	98	108	102	102	105	104	93	101	105
63	O=C(Nc1ncc(Cc2cc(Cl)ccc2Cl)s1)c1cccs1	58	65	53	31	49	74	80	81	74
64	CCOc1cc(CC(=O)N[C@@H](CC(C)C)c2ccccc2N2CCCCC2)ccc1C(=O)O	108	110	91	103	102	100	110	116	109
65	O=C(O)C[C@H](O)C[C@H](O)/C=C/c1c(C2CC2)nc2ccccc2c1-c1ccc(F)cc1	99	103	27	102	83	62	111	113	79
66	Cc1[nH]c(C(=O)Nc2ccc(C(=O)NCC(=O)O)cc2OC2CCNCC2)c(Cl)c1Cl	116	114	103	116	102	111	122	120	102
67	CN1CCN(c2ccc(Nc3nc(NCCCNS(=O)(=O)c4ccccc4)c4sccc4n3)cc2)CC1	60	74	69	73	53	66	56	56	78
68	C[C@]12C/C(=C/O)C(=O)C[C@@H]1CC[C@@H]1[C@@H]2CC[C@]2(C)OC(=O)/C(=C\O)C[C@@H]12	107	104	84	106	89	90	98	112	98
69	CN1CCNCC1	120	106	96	108	104	111	120	107	99
70	S=C1SCC(COc2ccc(Cl)cc2)S1 (stereo not drawn)	101	110	97	110	nt	107	113	107	116

# 4 entries from above, set out differently.
# Below each SMILES – HCC-2998, OVCAR-3, PC-3, KM12, SW-620, OVCAR-8, OVCAR-4, DU-145, OVCAR-5
32) C=Cc1nn2c(CCC(=O)c3nc4ccccc4[nH]3)nnc2s1
  98, 107, 98, 98, 102, 108, 110, nt, 102
33) O=C(CCc1nnc(Cn2c(=O)cc[nH]c2=O)o1)c1nc2ccccc2[nH]1
  102, 118, 92, 106, 107, 108, 104, 113, 106
34) Oc1ccccc1C=NC1CCCCC1
  105, 115, 100, 113, 104, 96, 107, 118, 112
35) CC1(C)CCCC(C)(C)C1O
  103, 114, 98, 110, 96, 108, 96, 108, 106

# From no. 69 to 70, copied from above:
nr	mol	HCC-2998	OVCAR-3	PC-3	KM12	SW-620	OVCAR-8	OVCAR-4	DU-145	OVCAR-5
69	CN1CCNCC1	120	106	96	108	104	111	120	107	99
70	S=C1SCC(COc2ccc(Cl)cc2)S1 (stereo not drawn)	101	110	97	110	nt	107	113	107	116
